NCI-60 one-dose screen, 48 h, at 10 µM unless noted. Numbers give growth in % (100 = growth as untreated, 0 = no growth, -100 = all killed).
HL-60(TB): HL-60(TB) leukemia cells | actives 9% (n = 78,000) | AID 1794776; active = growth percent below 10
Numbers without * were called inactive; & = joins results of further samples; ! = a repeat was not active; [ ] = remark or other dose. Some of the compounds tested. The share of hits here may be higher or lower than overall.

SMILES	HL-60(TB)
C/C(=C\c1ccc(Cl)c(Cl)c1)[N+](=O)[O-]	-26*!
O=C(O)c1cccc(C(=O)O)n1	67
Fc1cc(F)cc(C(c2c[nH]c3ccccc23)c2c[nH]c3ccccc23)c1	147
Oc1ccc(-c2ccc3c(c2)ncn3-c2cccc(F)c2)cc1	86
O=C(O)CCc1nc2c(=O)[nH]c(SCC(=O)Nc3cccc(F)c3)nc2[nH]c1=O	103
N#C/C(C(=O)c1ccccc1)=C1/C(=O)Nc2ccccc21	106
C=CCn1c(SCC(=O)Nc2ccc(C(=O)/C=C/c3ccc(OC)cc3)cc2)nnc1-c1cc(-c2ccc(Cl)cc2)nc2ccccc12	100
CN(C)CC1C2CCC(C2)C1O (configuration not stated)	110
COc1ccc(C2=NN3C(C2)c2ccccc2OC32C(=O)Nc3ccc(Br)cc32)cc1 (configuration not stated)	107
N=C(N)c1ccc(-c2ccc(-c3ccc(F)cc3)s2)nc1	-28*
C[N+](C)(C)CC(=O)N/N=C/c1ccc(O)cc1O	116
CC(CC(=O)c1ccccc1)c1ccccc1 (configuration not stated)	102
Cc1cnc(SCc2ccc(Cl)cc2Cl)[nH]c1=O	92
O=C(CN1C(=O)S/C(=C\c2cc(Cl)ccc2Cl)C1=O)Nc1ncc(Cc2ccc(Cl)cc2)s1	98
COc1cc(/C=C2\Oc3cc(C)c(Cl)c(C)c3C2=O)ccc1O	95
c1ccc(-c2nnc(Nc3ccc4c(c3)OCCO4)o2)c(NCc2ccncc2)c1	6.4*
Cc1cc(C)c2c(=O)cc(C(=O)Nc3nonc3-c3ccc4c(c3)CCCC4)oc2c1	99
Cc1ccc(C(OC2CC3CCC(C2)N3C)c2ccccc2)cc1 (configuration not stated)	47
Cc1cc(N=C2C=CC(=O)C=C2)c(N)cc1N	104
Cc1nn(-c2ccccc2)c(N2CCCCC2)c1/C=N/NC(=O)Cn1c(=O)sc2ccccc21	70
CCOC(=O)c1cc(C#N)n2ncc3ccccc3c12	105
N#CC1=C(N)Oc2n[nH]c(-c3ccccn3)c2C1c1ccco1 (configuration not stated)	94
COc1cccc(-c2nc3sccn3c2-c2ccnc(NCCNC(=O)c3ccc(N4CCOCC4)c(C(F)(F)F)c3)n2)c1	85
COC1CCC2CC(C(=O)N3CCC(C(C)C(=O)NCC4CCCCC4)CC3)NC2C1 (configuration not stated)	75

The closing 6 entries of the part above come first, to join the parts:
SMILES	HL-60(TB)
Cc1cc(N=C2C=CC(=O)C=C2)c(N)cc1N	104
Cc1nn(-c2ccccc2)c(N2CCCCC2)c1/C=N/NC(=O)Cn1c(=O)sc2ccccc21	70
CCOC(=O)c1cc(C#N)n2ncc3ccccc3c12	105
N#CC1=C(N)Oc2n[nH]c(-c3ccccn3)c2C1c1ccco1 (configuration not stated)	94
COc1cccc(-c2nc3sccn3c2-c2ccnc(NCCNC(=O)c3ccc(N4CCOCC4)c(C(F)(F)F)c3)n2)c1	85
COC1CCC2CC(C(=O)N3CCC(C(C)C(=O)NCC4CCCCC4)CC3)NC2C1 (configuration not stated)	75
CCCC(CCC)=NCCCO	115
COc1ccc(N2C(=O)C(c3ccccc3)(c3ccccc3)C2c2ccccc2OC(=O)C(c2ccccc2)c2ccccc2)cc1 (configuration not stated)	86
O=c1c2ccccc2[nH]c2ccccc12	103
CC(C)NCC(O)COc1ccc(COCCOC(C)C)cc1 (configuration not stated)	106
CCC(OC(=O)CC(C)C)c1ccccc1 (configuration not stated)	102
COc1ccc(/C(C)=N/N=C2C(=O)Nc3c(Cl)cccc32)cc1S(N)(=O)=O	100
Cc1cc([N+](=O)[O-])cc(C)[n+]1[O-]	101
CC1CCc2c(sc3nc(SCC(=O)c4cccc([N+](=O)[O-])c4)n(-c4ccccc4)c(=O)c23)C1 (configuration not stated)	87
COc1ccc(-c2[nH]nc(N)c2-c2ccccc2)c(O)c1	89
CC/C(=C\C(=O)O)C(=O)O	100
COc1cc(Cn2cc3c(c2)-c2onc(CN4CCCC4)c2CC3)cc(OC)c1OC	99
CCOC(=O)C1=C(N)N(c2ccccc2)C2=C(C(=O)CC(C)(C)C2)C1c1ccc(Cl)cc1 (configuration not stated)	6.0*
Nc1nnc(CSc2nc3ccccc3c(=O)n2CCc2ccccn2)s1	96
CCOC(=O)c1sc(/N=C2\NC(=O)/C(=C/c3cn(C)c4ccccc34)S2)nc1C	100
Nc1nnc(-c2cncc(Br)c2)c(-c2c[nH]c3ccccc23)n1	108
S=c1sc2ccccc2n1C=Nc1ccccc1	91
O=S(=O)(NCCCNc1nccc(-c2[nH]c(-c3ccccc3)nc2-c2ccc(Cl)c(O)c2)n1)c1ccccc1	53
COc1ccc2[nH]cc(-c3nnc(N)nc3-c3cn(C)c4ncccc34)c2c1	80
Cc1cccc(N(C)c2cccc3c2C(=O)[Se]C3)c1C	-17*
CC(O)(CC(=O)CC(=O)c1ccccc1)c1ccccc1 (configuration not stated)	90&101
Cc1cc2nc(-c3ccccn3)n3c(=O)cc(C)n3c2cc1C	102
CCCCSc1nc(N/N=C/c2cc(Cl)ccc2O)c(C#N)c(-c2ccc(F)cc2)n1	86
OCCCN=Cc1cc(Cl)cc(Cl)c1O	108
CC1CCN(Cc2c(O)ccc3cc(-c4nc5ccccc5s4)c(=O)oc23)CC1	68

Part of the list above, as a markdown table:
| SMILES | HL-60(TB) |
| --- | --- |
| CC(O)(CC(=O)CC(=O)c1ccccc1)c1ccccc1 (configuration not stated) | 90&101 |
| Cc1cc2nc(-c3ccccn3)n3c(=O)cc(C)n3c2cc1C | 102 |
| CCCCSc1nc(N/N=C/c2cc(Cl)ccc2O)c(C#N)c(-c2ccc(F)cc2)n1 | 86 |
| OCCCN=Cc1cc(Cl)cc(Cl)c1O | 108 |

Further compounds follow:
SMILES	HL-60(TB)
CCOC(=O)c1cc(C(=O)c2ccc(OC)c(OC)c2)n2ccc(/C=C/c3cc[n+](CC(=O)c4ccc(OC)c(OC)c4)cc3)cc12	89
O=C(Nc1ccc2c(c1)[nH]c(=O)c1ccccc12)C(F)(F)F	84
Cc1ccc(-c2nc3c(c(-c4ccccc4)nn3-c3ccccc3)c(-c3ccc4c(c3)OCO4)c2C#N)cc1	90
CC1=C(C(=O)OCC(C)C)C(c2ccc3c(c2)OCO3)NC(=S)N1 (configuration not stated)	101
CCOC(=O)C(Cc1ccc([N+](=O)[O-])cc1)(NC=O)C(=O)OCC	92
CCOC(=O)c1c[nH]c(C=O)c1C	91
O=C1C2CC=CCC2C(=O)N1CNc1ccc(Cl)cc1 (configuration not stated)	53
Nc1cc(=O)[nH]c(=S)[nH]1	109
N#Cc1ccc(C(=O)Cn2cc(CO)nn2)cc1	102
N#Cc1nc(-c2cccs2)oc1NCC(c1ccc(Cl)cc1)N1CCCCC1 (configuration not stated)	83
Cc1ccc(NC(=O)Nc2cccc(Cl)c2)cc1F	90
COc1ccc2nccc(/C=C/c3ccccc3N)c2c1	94
Cc1cc(Nc2ccc(F)cc2)n2c(nc3ccccc32)c1C#N	131
COc1ccc(S(=O)(=O)NNS(=O)(=O)c2ccc(OC)c(OC)c2)cc1OC	75
O=C1C(=O)N(Cc2cn(Cc3ccccc3)nn2)c2ccc(Cl)cc21	105
O=c1oc2ccc(Br)cc2cc1C1=CNc2ccccc2N=C1	75
CC(=O)N[C@@H](CC(=O)O)C(=O)N[C@@H](CCC(=O)O)C(=O)O	97
Cn1cc(-c2nn3cc(-c4ccncc4)nc3s2)c2cc(Br)ccc21	17
CCOP(=O)(CC=O)OCC	94[100 µM]
CCn1cc(-c2cc(-c3ccc(Cl)cc3)nc(N)n2)c(-c2ccc(Br)cc2)n1	78
CC1=NN(C)C(=O)C1C(=O)c1nnn(-c2ccccc2)c1C (configuration not stated)	91
CCCCC(=O)Nc1cccc(NC(=O)c2cccc(F)c2)c1	104
COc1ccc(-c2cn[nH]c2-c2cc(OC)c3c(c2)OCCO3)cc1	-33*
Clc1ccc(Cn2c(CN3CCCC3)nc3ccccc32)cc1	67
COc1cc(-c2n[nH]nc2-c2ccc3c(c2)OCCO3)cc(OC)c1OC	-5.4*
COc1cc(-c2nn(Cc3ccccc3)c3c2-c2oncc2CC3)cc(OC)c1OC	61
Cc1nnc2c3nnnn3c3ccccc3n12	82
Nc1c(Br)cc(Br)cc1CNC1CCC(O)CC1 (configuration not stated)	99
CC(C)[C@@H]1CC[C@]2(CO2)[C@@H]2C(=O)OCC(C(=O)O)=C[C@H]21	-12*
CN(C)S(=O)(=O)Oc1ccc(NC(=O)C2CCCCC2)cc1	99
CCOC(=O)c1ccccc1NC(=O)CCl	78
Cc1cccc(Cl)c1NC(=O)c1ccc2nc(NC(=O)NC3CC(C)(C)NC(C)(C)C3)sc2c1	110
CC(=O)Oc1cc([N+](=O)[O-])c(O)c([N+](=O)[O-])c1	96
COC(=O)c1c(C(=O)OC)c2ccc3c4ccccc4ccc3n2c1C(=O)C(C)(C)C	77
COc1ccc2c(c1)nc(N)c1c3cc(C)c(C)cc3cn21	80
CC(C)CSc1nc(NCCc2c[nH]c3ccccc23)c(C#N)c(-c2ccc(F)cc2)n1	50

Arranged by length of the SMILES (smallest number first): five of the compounds above
SMILES	HL-60(TB)
Cc1nnc2c3nnnn3c3ccccc3n12	82
Nc1c(Br)cc(Br)cc1CNC1CCC(O)CC1 (configuration not stated)	99
CC(=O)Oc1cc([N+](=O)[O-])c(O)c([N+](=O)[O-])c1	96
COC(=O)c1c(C(=O)OC)c2ccc3c4ccccc4ccc3n2c1C(=O)C(C)(C)C	77
Cc1cccc(Cl)c1NC(=O)c1ccc2nc(NC(=O)NC3CC(C)(C)NC(C)(C)C3)sc2c1	110

(continued)
SMILES	HL-60(TB)
O=C(CS(=O)(=O)c1ccccc1)Nc1cc(-c2ccccc2)nn1-c1ccccc1	99
NC(=O)N1CCOCC1	93
CC(C)=CC1C(C(=O)OCc2ccc(C)cc2C)C1(C)C (configuration not stated)	102
N#Cc1ccc(O)c(C2=NCC(c3ccc(-c4ccccc4)cc3)O2)c1 (configuration not stated)	-17*
C#CC1(NC(=S)Nc2ccc(C)cc2)CCCCC1	117
COC(=O)c1cc(C(=O)C(C)Br)n2c1ccc1c3ccccc3ccc12 (configuration not stated)	83
CCCCCCCNc1nc(C(=O)OCCCC)ncc1-c1ccc(C(F)(F)F)cc1	122
CC(C)CNc1nc(NCC(C)C)nc(Oc2ccc(Cl)cc2)n1	89
COc1ccccc1Cc1sc(NC(C)=O)nc1OC(C)=O	104
C#CCCCNCCNc1ccnc2cc(Cl)ccc12	47
CCCCn1cnc2c(SCC(=O)O)nc(N)nc21	97
Nc1c2c(=O)n3c(nc2nn1-c1ccccc1)-c1ccccc1Sc1ccccc1-3	91

Quoted from the listing.
HL-60(TB), COc1ccccc1Cc1sc(NC(C)=O)nc1OC(C)=O : 104
HL-60(TB), N#CC1=C(N)Oc2n[nH]c(-c3ccccn3)c2C1c1ccco1 (configuration not stated) : 94
HL-60(TB), COc1ccc(-c2[nH]nc(N)c2-c2ccccc2)c(O)c1 : 89

(further entries)
SMILES	HL-60(TB)
COc1ccccc1N=Nc1c(S(=O)(=O)O)cc2cc(NC(=O)Nc3ccc4c(O)c(N=Nc5ccc(S(=O)(=O)O)cc5C)c(S(=O)(=O)O)cc4c3)ccc2c1O	94
CCCCCCCCCCCCCCCCNC(=O)Nc1ccccc1Cl	90
COc1cc(OC)c(C(=O)/C=C/c2ccccc2C(F)(F)F)c(OC)c1	72
O=C1C=CC(=CC=C2N(Cc3ccc4ccccc4c3)c3ccccc3N2Cc2ccc3ccccc3c2)C=C1	-22*
COc1cc2c(-c3nc4cc(Cl)c(F)cc4s3)cc(=O)oc2c(C)c1OC	-56*
CNC(=O)NCC1OC(n2cnc3c(NC(=O)Nc4ccccc4)ncnc32)C(O[Si](C)(C)C(C)(C)C)C1CC(=O)N(C)OC (configuration not stated)	-33*
Nc1ccc(N=Nc2ccc(O)cc2)c(N)n1	37
Cc1ccc(N2C(=O)NC(c3ccccc3)=CC2c2ccc(N(C)C)cc2)cc1 (configuration not stated)	68
NC(=O)c1cc(-c2csc(-c3cc(Cl)cc(Cl)c3Cl)n2)ccc1O	62
C#CC(C)(O)CCCCCCC (configuration not stated)	92
O=C(O)C1=CCC=CC1C(=O)O (configuration not stated)	115
CC(=O)NC1=NC(=O)/C(=C/c2ccc(/C=C3/C(=O)N=C(NC(C)=O)N3C)cc2)N1C	103
C=CCN1C(=O)/C(=c2\sc3n(c2=O)NC2C(N=3)N(CC)C(=O)N2CC)c2ccccc21 (configuration not stated)	-13*
CC(=NC(C)(C)C)Nc1ccc(Cl)cc1	108
CCCC[S+](CC)CC(=O)c1ccc(-c2ccccc2)cc1 (configuration not stated)	98
O=C1N=C(c2ccccc2)C(c2ccccc2)N1 (configuration not stated)	102&114
Clc1ccc(C(Cl)(c2ccc(Cl)cc2)C(Cl)(Cl)Cl)cc1	104
CC(Nc1c(C#N)cnc2ccc(-c3cncc(-c4n[nH]c(=O)o4)c3)cc12)c1ccccc1 (configuration not stated)	15
COc1ccc(-c2cc(-c3cccnc3)nc(SCC(=O)Nc3ccccc3)c2C#N)cc1OC	131
O=C(O)c1ccccc1C(=O)Nc1ccccc1	75
CN1CCN(Cc2ccc(NC(=O)c3cncc(C#Cc4cnc5ccc(O[C@@H]6CCOC6)nn45)c3)cc2C(F)(F)F)CC1	-49*
FC(F)(F)c1ccc(Cn2cc(CSc3nc4ccccc4o3)nn2)cc1	106
Cc1c(Cc2ccccc2)[n+](=O)c2ccccc2n1[O-]	104
Oc1ccc(CNC2CCCCC2)cc1	100
O=c1c(Cc2ccc(F)cc2)cc(-c2ccccc2)nn1C/C(=N/O)c1ccccc1	25
O=C(CSc1nnnn1-c1ccccc1)c1cc2ccccc2oc1=O	93
Nc1nc2c(ncn2[C@@H]2O[C@H](C(=O)NO)[C@@H](O)[C@H]2O)c(=O)[nH]1	104
O=C(c1cc(-c2ccccn2)nc2ccccc12)N1CCCCC1	109
Oc1cc2ccccc2nc1-c1ccccc1Cl	92
CC12CCC3C4(C)COC(c5cccs5)OC4CCC3(C)C1CC(C1=CCOC1=O)O2 (configuration not stated)	105
c1cc(CCCc2ccncc2)ccn1	114
COC(=O)[C@@H](NS(=O)(=O)N(c1ccc(F)cc1)C1CCN(Cc2ccc(F)cc2)CC1)C(C)C	79
COc1ccc(/C=C/C(=C/c2c(O)[nH]c3cc(Br)ccc23)N=O)cc1	119
Cc1cc2nn(Cc3ccccc3)c(C(=O)OC(C)C)c2cc1C	103
COc1cccc(CNc2ccc(C)c(Cl)c2)c1OC	102
Cc1ccc2c(n1)C(=O)C(Cl)=C(Nc1ccc(N3CCN(C)CC3)cc1)C2=O	-47*
